Screening results (PubChem)
HepG2 tox – qHTS for Inhibitors of TGF-b: Cytotox Counterscreen. HepG2 CAGA-GFP viability, ATP luminescence, 18 h. Potency, µM (series often up to 46.1 µM), for inactives: top-dose activity change, negative = cytotoxicity, actives largely listed as cytotoxic. hit rate 0.76% among 410,000; also: potency is read from the fitted curve at half-maximal effect; some results filed as inactive show a strong effect at the top dose
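HepG2 CAGA-GFP cells (1000/well, DMEM with 1% FBS) received compound, then TGF-beta at 500 pg/mL final, and were incubated 18 hours at 37 degrees C. Viability was read by CellTiter-Glo luminescence. Media-only wells were set as complete cell-killing and DMSO as no toxicity.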
A549 viability – Nrf2 qHTS screen for inhibitors: counterscreen for cytotoxicity | A549 ARE-Fluc cells, CellTiter-Fluor viability, 18-24 h | Potency, µM (series often up to 46 µM), inactives show at the highest dose activity change, negative = cytotoxicity, usual class: inhibitors | hit rate 0.16% among 390,000 | AID 504648, 2011; also: potency is read from the fitted curve at half-maximal effect; % is scaled to controls: 0 for no effect and ±100 for the full control effect
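Cytotoxicity counterscreen: CellTiter-Fluor fluorescence was measured in A549 ARE_Fluc cells after 18-24 h of compound exposure in a concentration series. The subsequent BugLite luminescent read reports ARE-luciferase activity.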
MCF10A rerep – A quantitative high throughput screen for small molecules that induce DNA re-replication in MCF 10a normal breast cells; hit rate 2.9% among 350,000; MCF 10A DNA re-replication, Hoechst nuclear intensity, 48 h; Potency, µM (highest dose often 46.1 µM), for the others: at the top dose activity, positive = re-replication, usual class: activators; also: potency is read from the fitted curve at half-maximal effect; % of control where 0% means no effect; nearly all actives have a fitted effect of over 50% in size
Nrf2 inh – Nrf2 qHTS screen for inhibitors; A549 ARE-Fluc reporter, luciferase luminescence, 18-24 h; Potency, µM (titrated, usually from 46 µM), without a hit: at the highest dose activity change, negative = inhibition, most hits filed as inhibitors; hit rate 2.1% among 360,000; also: potency is read from the fitted curve at half-maximal effect; % is scaled to controls: 0 for no effect and ±100 for the full control effect; nearly all actives have a fitted effect of over 60% in size
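Concentration-response testing used A549 ARE_Fluc cells at 5000 cells/well. Following an 18-24 h compound incubation, viability was read by fluorescence (Ex 405/Em 525) and luciferase output by luminescence.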
IL-1B inflam inh – qHTS for Inhibitors of Inflammasome Signaling: IL-1-beta AlphaLISA Primary Screen | hit rate 4.7% among 360,000 | THP-1 LPS/ATP IL-1B secretion, AlphaLISA, 16 h; hits give low values | activity change, % at 57.5 µM; in the data active = activity change below about -50%; inconclusive = mostly about -30% to -49%; also: % is scaled to controls: 0 for no effect and ±100 for the full control effect
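THP-1 cells pretreated 1 hr with compounds (up to 57.5 uM final), then stimulated with LPS (250 ng/mL final) plus ATP (1.25 mM final); secreted IL-1B measured by AlphaLISA after 16 hr, decreased signal indicating inhibition.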
S2 tox – Viability Counterscreen for Primary qHTS for Inhibitors of ATXN expression; S2 cells (HEK-293 line with an ATXN2-luciferase reporter) viability, CellTiter-Fluor protease fluorescence, 24 h; Potency, µM (doses to about 56.7 µM), usual class: cytotoxic; hit rate 0.49% among 400,000; also: potency is read from the fitted curve at half-maximal effect; nearly all actives have a fitted effect of over 40% in size
Nrf2 activator – qHTS of Nrf2 Activators; Potency, µM (titrated, usually from 46.1 µM), for inactives: top-dose activation, hits mostly activators; hit rate 0.31% among 410,000; AID 624171, 2012; AREc32 ARE-luciferase reporter (MCF7-derived line), luminescence, 24 h; also: potency is read from the fitted curve at half-maximal effect; % of control where 0% means no effect; nearly all actives have a fitted effect of over 65% in size
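AREc32 cells carrying an ARE-driven firefly luciferase, 1000 cells/well in OPTI-MEM with 5% FBS, dosed after overnight attachment and incubated 24 hr at 37 deg C. Steady-Glo luminescence read after 30 min at RT.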
ATXN2 expr inh – Primary qHTS for Inhibitors of ATXN expression; HEK-293 ATXN2-luciferase reporter, luminescence, 24 h; Potency, µM (titrated, usually from 57 µM), inactives show top-dose activity change, negative = inhibition, usual class: inhibitors; hit rate 0.72% among 360,000; AID 1745845, 2022; also: potency is read from the fitted curve at half-maximal effect; % is scaled to controls: 0 for no effect and ±100 for the full control effect; nearly all actives have a fitted effect of over 55% in size
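qHTS (up to 57 uM final) was run with 24 h compound exposure of reporter cells at 37 °C. Each well was multiplexed: SteadyGlo luminescence measured ATXN2-luciferase expression after a fluorogenic Gly-Phe-AFC viability readout (25 uM final).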
TGFb inhibitor – qHTS for Inhibitors of TGF-b; AID 588855, 2011; Potency, µM (titrated, usually from 46.1 µM), for the others: top-dose activity, negative = inhibition, hits mostly inhibitors; HepG2 CAGA-GFP TGF-b/SMAD3 reporter, GFP fluorescence, 18 h; TGF-beta stimulated, 500 pg/mL final; hit rate 1.2% among 410,000; also: potency is read from the fitted curve at half-maximal effect; % is scaled to controls: 0 for no effect and ±100 for the full control effect; nearly all actives have a fitted effect of over 65% in size
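Read-out: total well GFP (ex488/em500-530) summed from mean per-cell fluorescence. Cells: HEPG2 CAGA-GFP, 1% FBS DMEM, 18 h at 37 degrees C with 500 pg/mL final TGF-beta. Unstimulated wells served as the full-inhibition control; stimulated DMSO wells = 0%.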
The depositor's hits bear a star; i = inactive; ? = inconclusive; nt = not tested or not shown; [ ] = remark or other dose. Unless noted, calls follow the shape of the dose curve; as a rule, active = well fitted curve in the direction sought with a large enough effect; inconclusive = small, poorly fitted or top-dose-only effect, or another doubt; inactive = no such curve, though single readings can be large; an effect the other way counts as inactive or inconclusive. No enrichment for hits; 8.8% or so of the library scored in one or more.

[1] Cc1ccc(OCc2nc(-c3cccnc3)no2)cc1C
[2] Cc1onc(-c2ccccc2Cl)c1C(=O)N1CCCCC1C (stereo unspecified)
[3] Cc1nc2sc(C(c3cccc(F)c3)N3CCCCC3)c(O)n2n1 (stereo unspecified)
[4] Cc1oc(C)c2c(=O)cc(-c3ccc4c(c3)OCO4)cc(OC(=O)c3cccc(Cl)c3)c12
[5] C=C[C@@H]1c2cccc(C)c2N(S(=O)(=O)c2ccc(C)cc2)[C@H](c2ccc(OC(C)=O)cc2)C1(C#N)C#N
[6] O=C(C[C@H]1C/C=C\C[C@@H](NC(=O)OCC2c3ccccc3-c3ccccc32)C(=O)O[C@@H](c2ccccc2)CNC1=O)N[C@H](CO)Cc1ccccc1
[7] O=C(O)c1ccccc1-n1cnnn1
[8] Cc1ccc(S(=O)(=O)NC(=O)Nc2cccc(S(=O)(=O)N(C)C)c2)cc1
[9] CCCCCCCNC(=O)C1(CC2CC(c3ccc(Cl)cc3)=NO2)CCN(C(=O)CCCCCBr)CC1 (stereo unspecified)
[10] COc1ccc(Cl)cc1NC(=O)C12CCC(C)(C(=O)O1)C2(C)C (stereo unspecified)
assay / compound	1	2	3	4	5	6	7	8	9	10
HepG2 tox	-12.8%	-6.2%	-9.9%	-10.6%	-15.9%	12.6µM*	0.6%	-1.8%	-25.3%	-25.0%
A549 viability	1.2%	1.2%	-1.8%	0.3%	?	-22.8%	1.7%	-7.7%	-10.1%	2.0%
MCF10A rerep	-2.9%	4.0%	-1.7%	nt	?	10.3µM*	1.7%	-1.2%	30.0%	1.4%
Nrf2 inh	?	5.4%	-22.3%	16.5%	?	?	4.4%	-2.8%	-17.5%	nt
IL-1B inflam inh	11.4	-16.8	5.1	nt	7.6	24.0	13.3	4.1	?	-0.3
S2 tox	i	i	i	i	?	nt	i	?	i	i
Nrf2 activator	5.7%	-0.4%	-0.1%	3.2%	0.0%	-1.7%	0.3%	0.3%	4.2%	-0.6%
ATXN2 expr inh	12.3%	14.5%	-0.7%	4.6%	?	?	-7.1%	1.1%	?	-13.4%
TGFb inhibitor	3.0%	2.1%	3.2%	35.8%[activator]	?	?	2.0%	-8.1%	-18.1%	8.6%

[11] O=C(O)c1cccc(C(=O)O)c1
[12] O=C(NCc1ccc(N2CCCC2=O)cc1)Nc1cccc(Cl)c1
[13] Cc1onc(-c2ccccc2Cl)c1C(=O)NCc1ccccc1F
[14] CCc1ccc(-n2c(=O)c3ccccc3n(CC(=O)NCCc3ccc(OC)c(OC)c3)c2=O)cc1
[15] CS(=O)(=O)N(CCc1ccccc1)CC(=O)N1CCCCC1
[16] O=C(O)c1ccc(/C=N/N2CCN(Cc3ccccc3)CC2)cc1
[17] Cc1cc(C)c(S(=O)(=O)Nc2ccccc2-c2ccccc2)c(C)c1
[18] O=C(Nc1cc2c(cc1Cl)OCCCO2)c1ccco1
[19] Fc1ccc(C2=Nn3c(nnc3-c3ccco3)SC2)cc1
[20] Cc1[nH]c2ccccc2c1C(=O)C(=O)NCc1nnnn1-c1ccc(F)cc1
assay / compound	11	12	13	14	15	16	17	18	19	20
HepG2 tox	-1.8%	0.4%	8.4%	-11.4%	-18.0%	16.4%	-50.2%	-4.8%	-193.4%	-12.1%
A549 viability	-1.8%	-2.2%	5.7%	-25.1%	1.1%	-2.3%	5.9%	-3.8%	2.0%	nt
MCF10A rerep	-11.1%	?	10.1%	nt	12.4%	-4.3%	?	2.9%	-8.1%	nt
Nrf2 inh	3.6%	?	-15.3%	-15.8%	?	10.8%	?	?	-6.7%	nt
IL-1B inflam inh	10.1	-60.6*	2.8	nt	16.8	12.5	i	17.1	13.1	6.6
S2 tox	i	i	i	i	i	?	i	i	i	i
Nrf2 activator	-0.4%	-0.7%	0.0%	-0.5%	1.7%	0.3%	8.1%	?	8.6%	-1.0%
ATXN2 expr inh	0.8%	-30.2%	3.0%	4.6%	4.0%	-2.6%	-0.4%	45.4%[activator]	-2.4%	nt
TGFb inhibitor	1.8%	-5.0%	-6.8%	0.0%	-12.1%	?	?	?	-24.5%	1.2%

Structural class, the compounds so far with an aryl methoxy group.
[10] COc1ccc(Cl)cc1NC(=O)C12CCC(C)(C(=O)O1)C2(C)C (stereo unspecified)
[14] CCc1ccc(-n2c(=O)c3ccccc3n(CC(=O)NCCc3ccc(OC)c(OC)c3)c2=O)cc1
assay / compound	10	14
HepG2 tox	-25.0%	-11.4%
A549 viability	2.0%	-25.1%
MCF10A rerep	1.4%	nt
Nrf2 inh	nt	-15.8%
IL-1B inflam inh	-0.3	nt
S2 tox	i	i
Nrf2 activator	-0.6%	-0.5%
ATXN2 expr inh	-13.4%	4.6%
TGFb inhibitor	8.6%	0.0%

Following part
[21] Cc1cccc(Cn2c(SCc3ccc(C(=O)NCc4ccccc4)cc3)nc3cccnc32)c1
[22] N#CCCN1CCN(C(=O)c2c(N)no[n+]2[O-])CC1
[23] CCOC(=O)Nc1sc2c(c1C(N)=O)CCC(C)C2 (stereo unspecified)
[24] O=C(CNC(=O)/C(=C/c1ccccc1)NC(=O)c1ccc(Br)cc1)OCc1ccccc1
[25] O=C(N1CCOCC1)N1CCCN(C(=O)N2CCOCC2)CC1
[26] COC(=O)CC(N)c1ccc(Br)cc1 (stereo unspecified)
[27] CCS(=O)(=O)N1CCN(c2ccccc2F)CC1
[28] COc1ccc(-n2c(CNc3ccc(C)cc3)nnc2SCC(=O)Nc2nc(-c3ccccc3)cs2)cc1
[29] Cc1ccccc1S(=O)(=O)Cc1ccc(C(=O)NCCCN2CCCC2)o1
[30] O=C(O)CCCC(=O)N1CC(=O)Nc2ccccc21
assay / compound	21	22	23	24	25	26	27	28	29	30
HepG2 tox	-30.9%	-5.0%	-6.4%	-36.1%	6.7%	-1.7%	-8.9%	-22.3%	0.1%	-8.4%
A549 viability	-14.1%	0.8%	17.0%	-5.8%	-5.0%	4.1%	2.9%	-21.5%	14.0%	-13.6%
MCF10A rerep	nt	1.2%	5.8%	?	-0.8%	0.6%	-1.2%	14.6µM*	1.0%	-5.3%
Nrf2 inh	?	22.2%	11.3%	5.7%	nt	11.1%	2.1%	?	9.5%	4.1%
IL-1B inflam inh	nt	-4.8	-16.1	9.6	9.7	-6.9	-13.6	39.8	11.7	38.0
S2 tox	?	i	?	i	i	i	i	22.4µM*	i	i
Nrf2 activator	0.0%	0.4%	2.7%	-0.4%	0.3%	-0.4%	-0.2%	0.3%	-0.4%	0.1%
ATXN2 expr inh	-1.5%	-0.7%	nt	12.2%	-12.0%	-7.9%	1.2%	17.8µM*	-1.9%	2.8%
TGFb inhibitor	-17.2%	15.8%	4.5%	-22.0%	-5.6%	-3.4%	-21.3%	-1.7%	0.8%	-3.0%

[31] S=C(NCCN1CCOCC1)Nc1cccc2ccccc12
[32] CCC1CCCCN1C(=O)c1ccc(OC)c(OC2CCN(C(C)C)CC2)c1 (stereo unspecified)
[33] O=C(CSCc1c(F)cccc1Cl)NNC(=S)NC1CCCCC1
[34] COc1cccc(N2CC(NS(=O)(=O)c3cccnc3)CC2=O)c1 (stereo unspecified)
[35] O=C(CNS(=O)(=O)c1c(Cl)cccc1Cl)OCC(=O)N1CCN(c2ccccc2)CC1
[36] Cc1cccc(-c2cc3nc(C)c(C)c(NCCCn4ccnc4)n3n2)c1
[37] CCCOc1ccc(/C=C/C(=O)NC2CCCCC2)cc1
[38] CCCCn1c(N)c(N(CC(C)C)C(=O)COc2cc(C)ccc2Cl)c(=O)[nH]c1=O
[39] Cc1c(OCC(=O)NCCCN2CCOCC2)ccc2c3c(c(=O)oc12)CCCC3
[40] O=C(Cn1ncc2c3ccccc3n(Cc3cccc(Cl)c3)c2c1=O)Nc1ccc(F)cc1F
assay / compound	31	32	33	34	35	36	37	38	39	40
HepG2 tox	1.4%	-7.5%	-9.5%	-1.1%	26.5%	-35.2%	-1.2%	-1.9%	-2.2%	-1.2%
A549 viability	3.8%	0.9%	4.8%	2.5%	4.9%	-2.6%	-1.5%	0.0%	7.1%	3.4%
MCF10A rerep	-0.8%	15.9%	?	10.7%	6.1%	?	9.0%	-0.9%	3.9%	nt
Nrf2 inh	8.3%	2.4%	7.3%	2.3%	0.3%	-20.2%	1.4%	5.9%	6.3%	6.8%
IL-1B inflam inh	34.5	-10.2	13.9	8.7	-7.9	nt	30.8	7.1	-20.9	nt
S2 tox	i	i	i	i	i	?	i	i	i	i
Nrf2 activator	-0.6%	0.2%	-0.8%	0.3%	-1.7%	10.4%	-0.4%	-0.2%	-0.1%	-0.8%
ATXN2 expr inh	1.0%	5.0%	5.2%	1.1%	-9.2%	?	13.1%	10.3%	7.0%	11.8%
TGFb inhibitor	1.7%	4.3%	-8.2%	0.4%	3.5%	?	16.3%	-2.9%	2.3%	5.1%

[41] S=C(NN=Cc1ccc2c(c1)OCO2)NN=Cc1ccc2c(c1)OCO2
[42] CCCCn1c(=O)c2oc3ccccc3c2n(CC(=O)Nc2cccc(Cl)c2C)c1=O
[43] O=C(NCc1cccs1)c1csc([C@H]2C[C@H](O)[C@@H](CO)O2)n1
[44] CCN(CC)c1ccc(/C=N/NC(=O)Cc2ccc(OC)c(OC)c2)cc1
assay / compound	41	42	43	44
HepG2 tox	-27.5%	4.1%	-6.3%	-0.7%
A549 viability	-8.8%	-5.3%	nt	0.1%
MCF10A rerep	10.2%	nt	nt	5.2%
Nrf2 inh	?	23.0%	nt	-26.1%
IL-1B inflam inh	3.5	nt	-12.0	-3.8
S2 tox	i	nt	i	i
Nrf2 activator	-0.2%	2.0%	0.3%	1.2%
ATXN2 expr inh	2.4%	nt	7.2%	-4.0%
TGFb inhibitor	-13.9%	-20.5%	?	5.5%
